mIAP inh – blocks mouse intestinal alkaline phosphatase; 330,000 compounds, 0.2% hits; purified mouse IAP, CDP-Star luminescence, 30 min; AID 2806; inhibition, % at 10 µM;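 active = inhibition of at least 40% at 10 µM in the primary screen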;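 also: plate controls were DMSO with enzyme for no effect and no enzyme wells for full effect; values of inactives mirror those of a sister screen read the other way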
mIAP act – increases mouse intestinal alkaline phosphatase activity. muIAP, CDP-Star luminescence, 30 min; active compounds read high; 1 = vehicle-only enzyme signal, 0 = enzyme-free wells. 330,000 compounds, 0.24% hits. AID 2805. activation factor at 10 µM;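 active = activation factor of at least 2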; also: the source names both 10 and 20 µM as test concentration; values of inactives mirror those of a sister screen read the other way
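Assay system: mouse IAP enzyme; Reagent: CDP-Star chemiluminescent phosphatase substrate; Compound: DMSO-dissolved test compounds; Incubation: 30 min, room temperature; Technique: luminescence from enzymatic CDP-Star hydrolysis; Controls: DMSO-only wells and no-enzyme negative control.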
hIAP block – human IAP inhibition | P09923 | purified IAP, CDP-Star luminescence, 30 min | inhibition, % at 10 µM | 330,000 compounds, 0.12% hits;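 active = inhibition reaching a set limit with compound at 10 µM in the primary screen, cut at about 35% in these data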;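 also: plate controls were DMSO wells with enzyme for no effect and no-enzyme buffer wells for full effect; values of inactives mirror those of a sister screen read the other way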
tim10-1 inh – tim10-1 yeast growth inhibition | S. cerevisiae tim10-1 ts strain growth, BacTiter-Glo, 24 h | inhibition, % at 20 µM | 330,000 compounds, 2.2% hits | AID 463190;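 active = inhibition of at least 40%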;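 also: mutant grown at 25 °C; 0% = DMSO wells with yeast and 100% = wells holding no yeast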
APOBEC3A inh – inhibitors of human APOBEC3A DNA deaminase; recombinant A3A, FAM/TAMRA ssDNA deamination fluorescence; inhibition, % at 20 µM; 330,000 compounds, 0.41% hits; P31941;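 active = at least 40% inhibition at 20 µM here, with at most 30% in a related deaminase screen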;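 also: plate controls were A3A with DMSO for no effect and wells lacking A3A enzyme for full effect; some results filed as inactive read as strong as hits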
Target sequence (P31941 whole entry, looked up): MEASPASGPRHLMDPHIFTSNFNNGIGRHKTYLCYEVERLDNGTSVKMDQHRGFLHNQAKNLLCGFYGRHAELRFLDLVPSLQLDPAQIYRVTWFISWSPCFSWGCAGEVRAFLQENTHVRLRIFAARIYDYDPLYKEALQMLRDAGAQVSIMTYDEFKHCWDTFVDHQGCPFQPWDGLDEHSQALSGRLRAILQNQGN
TIM10 inh – growth inhibitors of TIM10 yeast strain; inhibition, % at 10 µM; S. cerevisiae TIM10 strain growth, BacTiter-Glo luminescence, 24 h; 330,000 compounds, 1.4% hits;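 active = inhibition of 40% or more at the single tested concentration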;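 also: wild-type TIM10 isogenic control strain grown at permissive 25 °C; 0% = DMSO yeast wells and 100% = minimal medium wells without yeast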
A3G deaminase – inhibitors of human APOBEC3G DNA deaminase; Q9HC16; inhibition, % at 20 µM; 330,000 compounds, 0.28% hits; recombinant A3G, ssDNA deamination FAM/TAMRA fluorescence; AID 493012;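 active = inhibition of at least 40% at 20 µM, with no more than 30% in the related APOBEC3A deaminase screen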;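 also: plate controls were DMSO wells with A3G for no effect and wells lacking A3G enzyme for full effect; some compounds called inactive have numbers as strong as hits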
Target sequence (Q9HC16 whole entry, looked up): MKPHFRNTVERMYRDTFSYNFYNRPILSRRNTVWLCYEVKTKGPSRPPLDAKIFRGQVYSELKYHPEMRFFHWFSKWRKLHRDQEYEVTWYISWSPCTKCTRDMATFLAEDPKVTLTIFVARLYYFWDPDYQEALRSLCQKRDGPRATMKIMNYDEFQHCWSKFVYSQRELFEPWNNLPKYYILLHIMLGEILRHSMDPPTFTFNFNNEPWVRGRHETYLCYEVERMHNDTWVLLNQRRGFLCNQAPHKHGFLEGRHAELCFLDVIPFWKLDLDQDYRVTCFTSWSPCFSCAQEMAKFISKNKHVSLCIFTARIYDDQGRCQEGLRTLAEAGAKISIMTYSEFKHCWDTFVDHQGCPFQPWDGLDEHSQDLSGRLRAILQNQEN
MIN6 prolif – induces beta-cell replication in MIN6 cells; MIN6 cells proliferation, ATPlite luminescence, 48 h; cells starved in 0.2% serum; 100% = growth in 10% serum; 330,000 compounds, 0.29% hits; proliferation, % at 10 µM; AID 2380;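 active = compounds whose signal lies at least 3.5 SD above the mean of all wells on their plate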;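 also: 0% = DMSO-treated cells in low-serum medium and 100% = 10% serum control; some compounds called inactive have numbers as strong as hits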
NALP3 yeast inh – NALP3 inhibition in yeast. Yeast reconstituted NLRP3/ASC/caspase-1, beta-gal luminescence, 24 h. inhibition, % at 10 µM. 330,000 compounds, 0.39% hits;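 active = inhibition of 50% or more; inactive = inhibition below 50%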;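 also: plate controls were induced DMSO wells for no effect and uninduced yeast grown without galactose for full effect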
* marks the source's active call; other numbers are inactive results.

1. COc1cc(C2NC(=O)NC(c3ccccc3)=C2C(C)=O)c(Br)c(Br)c1O (stereo not drawn)
2. Fc1ccc(CNC(=S)NCc2ccccc2)cc1
3. Cc1ccc(-c2csc(NC(=O)c3ccco3)n2)cc1C
4. CC1(C)NC(=O)N(CNc2cc(Cl)ccc2Cl)C1=O
5. Fc1ccc(N2CCN(Cc3nnc(-c4ccccc4)o3)CC2)cc1
6. Nc1ncnc(Nc2cccc(Cl)c2Cl)n1
7. C/C(=N\NC(=O)C1CC1)c1cccc(NC(=O)c2cccc(Cl)c2)c1
8. Cc1cc(OCCn2cc(/C(N)=N/O)c3ccccc32)ccc1Cl
9. Cc1c(OC(=O)c2ccc([N+](=O)[O-])cc2)c2c(c[n+]1C)COC(C)(C)OC2
10. NC(=O)C1CCN(C(=O)CCc2nc3sc4c(c3c(=O)[nH]2)CCCC4)CC1

assay / compound	1	2	3	4	5	6	7	8	9	10
mIAP inh	3	-26	-12	5	-5	10	-4	0	4	5
mIAP act	0.97	1.3	1.1	0.95	1	0.9	1	0.99	0.96	0.95
hIAP block	-4	-11	-4	-6	-22	4	1	-16	3	2
tim10-1 inh	-7	29	11	13	6	9	1	7	-10	0
APOBEC3A inh	1	-7	-2	-1	4	-4	1	-3	32	10
TIM10 inh	-5	-2	22	2	-14	2	25	8	9	-4
A3G deaminase	-27	-9	1	-4	15	-8	2	-8	11	6
MIN6 prolif	-3	0	-3	-1	2	-2	2	-4	3	7
NALP3 yeast inh	4	19	42	-9	18	36	22	28	-3	4

11. C#CCOCCOCCOCCNc1nc(N2CCN(C(=O)[C@H](CCCCN)n3cc([C@@H](N)C(C)CC)nn3)CC2)nc(N2CCN(C(=O)[C@H](Cc3cc4ccccc4[nH]3)n3cc([C@@H](N)CC(C)C)nn3)CC2)n1 (stereo partly drawn)
12. COc1ccc(CCNS(=O)(=O)c2cccc3nsnc23)cc1OC
13. O=c1[nH]c(C2CCN(S(=O)(=O)c3ccc(C(F)(F)F)cc3)CC2)nc2c1nnn2Cc1ccc(F)cc1
14. O=C(O)c1ccccc1
15. Cc1c(C)c2ccc(OCC(=O)Nc3ccc(S(N)(=O)=O)cc3)c(C)c2oc1=O
16. Cc1cc(Cl)c(S(=O)(=O)NC(C(=O)O)C(C)C)cc1OCC(=O)NC1CCCCC1 (stereo not drawn)
17. CCc1ccc(NC(=O)CSc2nnc(-c3ccco3)o2)cc1
18. O=C(Nc1nnc(-c2cccs2)o1)c1cccc(C(F)(F)F)c1
19. O=C(Nc1ccccc1C(=O)NC1CC1)c1ccc([N+](=O)[O-])o1
20. COc1ccccc1NC(=O)CC1SC(=N)N(c2ccccc2)C1=O (stereo not drawn)

assay / compound	11	12	13	14	15	16	17	18	19	20
mIAP inh	-18	1	13	-1	1	11	1	14	13	8
mIAP act	1.2	0.99	0.87	1	0.99	0.89	0.99	0.86	0.87	0.92
hIAP block	5	9	12	7	-11	-7	15	-14	-11	-18
tim10-1 inh	2	3	11	-6	2	1	14	7	48*	9
APOBEC3A inh	-1	0	0	-1	-2	-1	3	-3	18	1
TIM10 inh	14	-9	1	-2	-8	2	-1	5	40	1
A3G deaminase	-10	-5	-9	-1	-3	2	3	-2	8	0
MIN6 prolif	-3	0	-7	3	-2	3	1	-6	-2	0
NALP3 yeast inh	8	-7	8	6	0	16	36	2	10	1

21. COc1ccc(OC)c(NC(=O)CCc2c[nH]c3ccccc23)c1
22. O=C(Nc1ccccc1)c1cc(-c2ccccc2Cl)no1
23. CC(=O)Nc1cccn(Cc2c(Cl)cccc2Cl)c1=O
24. Cc1ccc2nc3sc(C(=O)Nc4c(C)[nH]c(=O)[nH]c4=O)c(N)c3cc2c1
25. Cc1cc([N+](=O)[O-])nn1CC(=O)NNC(=S)Nc1ccc(Cl)cc1
26. O=C(O)/C=C/c1cn(-c2ccccc2)nc1-c1cc2ccccc2oc1=O
27. O=C(NC1CC1)C1=C[C@@H](C2CCCCC2)C[C@@H](OCc2ccc(CO)cc2)O1
28. CCc1sc(C(=O)NCc2ccco2)cc1Br
29. CCCCNc1c(-c2ccc(SC(C)CC)c(OC)c2)nc2ccc(C)cn12 (stereo not drawn)
30. COC(=O)C(CC(=O)c1ccccc1)CC(=O)c1ccccc1

assay / compound	21	22	23	24	25	26	27	28	29	30
mIAP inh	10	8	-6	4	3	-4	-11	3	4	3
mIAP act	0.9	0.92	1.1	0.96	0.97	1	1.1	0.97	0.96	0.97
hIAP block	24	-5	-26	-12	5	7	2	3	2	-22
tim10-1 inh	12	-30	3	-15	7	-2	11	23	34	11
APOBEC3A inh	0	1	-2	-2	0	4	-3	3	-5	-4
TIM10 inh	22	-25	-5	13	-4	5	-1	-5	0	-27
A3G deaminase	-3	1	-6	-1	-1	0	-5	-7	-8	-8
MIN6 prolif	-2	-3	-2	-3	-1	-3	10	-3	-8	-3
NALP3 yeast inh	8	44	7	0	11	4	15	46	25	24

31. CCn1c(=O)c2cc(C(=O)N3CCCC3)sc2c2ccccc21
32. C/C(=N/NC(=O)C1COc2ccccc2O1)c1ccco1 (stereo not drawn)
33. COc1ccccc1NC(=O)CCc1nc2ccccc2s1
34. Cc1c(C)c(C)c(CN2CCSCC2)c(C)c1C
35. CC1(C)CC(=O)C(C=NCCCn2ccnc2)=C(O)C1
36. NC(=S)n1[nH]c(-c2ccc([N+](=O)[O-])cc2)c(N=Nc2ccc(O)cc2)c1=O
37. O=C(N/N=C/c1sc(N2CCOCC2)nc1-c1ccccc1)c1cccc(S(=O)(=O)N2CCOCC2)c1
38. O=C(COC(=O)c1cncc(Br)c1)NC1CC1
39. O=C(Nc1ccc(C(=O)NCc2ccccc2)cc1)C1=CSCCO1
40. CC1CCc2c(sc(/N=C/N(C)C)c2C#N)C1 (stereo not drawn)

assay / compound	31	32	33	34	35	36	37	38	39	40
mIAP inh	8	6	1	-1	2	32	-6	-8	9	11
mIAP act	0.92	0.94	0.99	1	0.98	0.69	1.1	1.1	0.91	0.89
hIAP block	22	13	6	15	0	-7	-7	-24	-4	-2
tim10-1 inh	33	3	13	-13	2	21	36	18	30	30
APOBEC3A inh	-4	4	-4	0	-3	6	-10	-2	-2	-3
TIM10 inh	11	-15	15	-18	-4	-9	0	-21	3	7
A3G deaminase	0	0	-5	-2	-2	0	-4	-1	-5	0
MIN6 prolif	8	0	1	-3	0	-5	-6	1	-1	0
NALP3 yeast inh	26	14	29	0	-6	36	19	10	3	43

41. Cc1ccc(N=C2c3ccccc3C(=O)C2[N+](=O)[O-])cc1C (stereo not drawn)
42. Cc1ccc(C)c2[nH]c(=O)c(CN(CC3CCCO3)C(=O)NC3CCCCC3)cc12 (stereo not drawn)
43. CCCCOC(=O)c1ccc(NC(=O)Nc2ccc(OC)c(OC)c2)cc1
44. O=C(Nn1cnc2ccccc2c1=O)c1c(F)cccc1F
45. COCCCNC(=S)NNC(=S)Nc1ccc(OC)cc1
46. Cc1scc(C(=O)NNC(=S)NCC2CCCO2)c1C (stereo not drawn)
47. CC1CN(CCC(=O)Nc2ccc3c(c2)CCC3)CC(C)O1 (stereo not drawn)
48. CC1(C)C2([N+](=O)[O-])CN3CC1([N+](=O)[O-])CN(C2)C3c1ccccc1 (stereo not drawn)
49. COc1cc(C(=O)Nc2ccc(C(F)(F)F)cc2)ccc1OCC(=O)N1CCOCC1
50. Cc1ccc(-c2ccc(SCC(=O)c3ccccc3)nn2)cc1

assay / compound	41	42	43	44	45	46	47	48	49	50
mIAP inh	-2	-5	-115	3	-15	7	-2	-4	3	2
mIAP act	1	1.1	2.2*	0.97	1.1	0.93	1	1	0.97	0.98
hIAP block	-8	2	-28	4	-76	12	-1	-2	-7	5
tim10-1 inh	9	38	19	-21	25	3	12	-1	-11	4
APOBEC3A inh	0	1	-1	-2	-5	-3	-5	-1	0	-4
TIM10 inh	8	24	8	1	16	-2	12	-1	2	25
A3G deaminase	-2	1	-7	-10	22	-2	-7	-6	-7	-7
MIN6 prolif	-2	2	-3	0	-4	0	-1	1	1	0
NALP3 yeast inh	11	4	13	6	14	6	7	13	2	-51

Arranged by number of heavy atoms (high to low): some entries from above.
42. Cc1ccc(C)c2[nH]c(=O)c(CN(CC3CCCO3)C(=O)NC3CCCCC3)cc12 (stereo not drawn)
36. NC(=S)n1[nH]c(-c2ccc([N+](=O)[O-])cc2)c(N=Nc2ccc(O)cc2)c1=O
44. O=C(Nn1cnc2ccccc2c1=O)c1c(F)cccc1F
35. CC1(C)CC(=O)C(C=NCCCn2ccnc2)=C(O)C1

assay / compound	42	36	44	35
mIAP inh	-5	32	3	2
mIAP act	1.1	0.69	0.97	0.98
hIAP block	2	-7	4	0
tim10-1 inh	38	21	-21	2
APOBEC3A inh	1	6	-2	-3
TIM10 inh	24	-9	1	-4
A3G deaminase	1	0	-10	-2
MIN6 prolif	2	-5	0	0
NALP3 yeast inh	4	36	6	-6

(continued)
51. Cc1cccc(C)c1NC(=O)CNC(=O)COC(=O)c1ccc(Cl)s1
52. COc1ccc(OC)c(NC(=O)C2CCN(S(=O)(=O)c3ccc4c(c3)CC(C)N4C(C)=O)CC2)c1 (stereo not drawn)
53. COc1ccc(CCNC(=O)c2csc3c2CCCC3)cc1
54. CCC(C(=O)NC1CCCC1)N(C(=O)c1snc(C(N)=O)c1N)c1ccc2c(c1)OCCO2 (stereo not drawn)

assay / compound	51	52	53	54
mIAP inh	5	6	-10	10
mIAP act	0.95	0.94	1.1	0.9
hIAP block	8	-24	-28	10
tim10-1 inh	5	9	11	13
APOBEC3A inh	-3	-1	5	-4
TIM10 inh	-1	2	-22	3
A3G deaminase	-8	3	-5	-8
MIN6 prolif	-2	0	1	1
NALP3 yeast inh	4	-1	15	5
